L3MBTL1 block: inhibitors of human L3MBTL1 | Q9Y468 | AlphaScreen L3MBTL1–H3K9me1 peptide binding | Potency, µM (top dose mostly 57.1 µM), without a hit: at the top dose activity, negative = inhibition, usual class: inhibitors | 230,000 tested, 0.66% active | AID 485360; also: nearly all actives have a fitted effect of over 60% in size
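Read-out is AlphaScreen signal from streptavidin donor and nickel chelate acceptor beads (10 ug/mL final each) bridging L3MBTL1 (50 nM) and biotinylated K9-monomethylated H3(1-15) peptide (75 nM), after 30 min compound exposure at room temperature.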
Tau FP inhib: tau fibrillization inhibition (FP); P10636; K18 P301L tau heparin fibrillization, Alexa594 FP, 6 h; Potency, µM (series often up to 57.7 µM), inactives show at the highest dose activity, negative = inhibition, hits mostly inhibitors; 280,000 tested, 0.39% active; also: nearly all actives have a fitted effect of over 55% in size
Target sequence (P10636 561-689 P618L limits assumed): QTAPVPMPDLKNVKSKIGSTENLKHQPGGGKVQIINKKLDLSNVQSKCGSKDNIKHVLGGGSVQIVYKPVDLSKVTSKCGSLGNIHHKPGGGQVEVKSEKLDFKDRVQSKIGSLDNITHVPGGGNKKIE
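K18 P301L tau (15 uM unlabeled/0.24 uM Alexa 594-labeled, final) + compound + heparin 20 uM final; 100 mM NaOAc pH 7; 6 hr 37 C; ThT 30 uM final added, 1 hr RT; FP ex 555/em 632 nm.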
TRb SRC2 PPI: TRbeta-SRC2 interaction inhibition | P10828 | TRbeta-SRC2 peptide binding, fluorescence polarization; receptor liganded with 1 µM T3 | Potency, µM (top dose mostly 106 µM), for the others: top-dose activity change, negative = inhibition, usual class: inhibitors | 280,000 tested, 0.065% active | AID 1469;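 also: plate controls were bound peptide for no effect and peptide without receptor for full effect; nearly all actives have a fitted effect of over 50% in size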
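Fluorescence polarization of 20 nM Texas Red SRC2 peptide with 0.6 uM human TRb ligand-binding domain, in Tris buffer with 1uM T3 and 5% DMSO. Incubated 5 hr ambient; normalized to unbound and bound controls.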
TR SRC2 fluor cs: Texas Red fluorescence interference in TRb-SRC2 counter-screen | TRb/SRC2 Texas Red total fluorescence interference | Potency, µM (series often up to 106 µM), for the others: top-dose fluorescence change, negative = quenching | 280,000 tested, 0.29% active; active = well fitted curve in either direction with a large enough effect; inconclusive = small, poorly fitted or top-dose-only effect
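Human TRβ ligand-binding domain (0.6 uM) and Texas Red SRC2 peptide (20 nM) in Tris buffer with 1 uM T3 and 5% DMSO were incubated with pinned compound for 5 hr at ambient temperature. Total fluorescence was computed as S + 2P (555/632 nm).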
Tau fibril ThT: inhibitors of human tau fibril formation, thioflavin T binding; P10636; recombinant tau K18 P301L, heparin-induced fibrillization, ThT fluorescence; Potency, µM (doses to about 57.4 µM), inactives show at the top dose activity, negative = inhibition, hits mostly inhibitors; 270,000 tested, 2.1% active; also: nearly all actives have a fitted effect of over 55% in size
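Using a mix of unlabeled (15 uM) and Alexa 594-labeled (0.24 uM) tau K18 P301L, heparin-triggered fibrillization over 6 hr at 37 C was scored by ThT fluorescence.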
ALDH1A1 block: ALDH1A1 (human) enzyme inhibition | Purified ALDH1A1, NADH fluorescence, propionaldehyde substrate | Potency, µM (highest dose often 75.3 µM), for the others: top-dose activity, negative = inhibition, actives largely listed as inhibitors | 220,000 tested, 7.3% active; active = well fitted inhibition curve with a large enough effect, not every such curve was filed as active; inconclusive = small, poorly fitted or top-dose-only effect, or another doubt; inactive = no such curve, though single readings can be large or run the other way;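 also: plate controls were no enzyme wells and a reference inhibitor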
Target sequence (P00352 whole entry, looked up): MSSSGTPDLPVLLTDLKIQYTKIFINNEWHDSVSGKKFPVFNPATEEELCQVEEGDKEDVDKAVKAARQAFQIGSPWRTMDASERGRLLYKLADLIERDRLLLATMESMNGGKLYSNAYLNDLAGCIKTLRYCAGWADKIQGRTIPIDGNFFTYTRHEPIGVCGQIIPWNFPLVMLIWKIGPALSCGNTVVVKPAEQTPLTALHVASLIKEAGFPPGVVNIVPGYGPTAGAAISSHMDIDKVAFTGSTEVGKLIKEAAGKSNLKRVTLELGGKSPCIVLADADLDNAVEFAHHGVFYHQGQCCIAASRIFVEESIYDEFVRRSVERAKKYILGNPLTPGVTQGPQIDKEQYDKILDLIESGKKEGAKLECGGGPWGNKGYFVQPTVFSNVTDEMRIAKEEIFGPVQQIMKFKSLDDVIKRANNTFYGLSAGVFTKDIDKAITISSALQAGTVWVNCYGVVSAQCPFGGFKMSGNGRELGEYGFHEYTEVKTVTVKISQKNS
GLA spleen mod: inhibits or activates alpha-galactosidase in human spleen homogenate | human spleen homogenate, 4MU-alpha-Gal fluorescence, 40 min | Potency, µM (highest dose often 80 µM), for the others: top-dose activity change, negative = inhibition, usual class: inhibitors | 240,000 tested, 0.008% active;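 also: 0% = enzyme with vehicle and -100% = no enzyme basal signal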
Target sequence (P06280 32-429 limits assumed): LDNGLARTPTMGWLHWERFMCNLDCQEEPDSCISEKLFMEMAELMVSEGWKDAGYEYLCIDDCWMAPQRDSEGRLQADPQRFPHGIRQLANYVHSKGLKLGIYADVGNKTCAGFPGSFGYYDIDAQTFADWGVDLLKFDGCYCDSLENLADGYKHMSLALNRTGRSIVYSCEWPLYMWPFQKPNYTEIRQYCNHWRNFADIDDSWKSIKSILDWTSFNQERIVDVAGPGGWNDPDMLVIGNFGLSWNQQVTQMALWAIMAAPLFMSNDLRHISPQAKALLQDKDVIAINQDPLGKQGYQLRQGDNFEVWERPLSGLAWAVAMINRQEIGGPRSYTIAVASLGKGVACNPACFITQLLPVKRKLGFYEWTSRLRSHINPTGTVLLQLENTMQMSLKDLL
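Human spleen homogenate (1 ug) was the enzyme source, with 4-methylumbelliferyl-alpha-D-galactopyranoside (1 mM final) in pH 5.0 citrate buffer with 0.01% Tween-20. Compounds were titrated; after 40 min at 37C, NaOH/glycine stop, 4-MU fluorescence read; AC50 from Hill fits.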
Tau fluor cs: counter-screen for tau fibril formation inhibitors; tau K18 P301L (four-repeat tau fragment) Alexa594 fluorescence, heparin fibrillization; AID 1463; 280,000 tested, 0.93% active; Potency, µM (top dose mostly 57.7 µM), without a hit: top-dose activity change, negative = decrease; also: nearly all actives have a fitted effect of over 55% in size
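Human K18 P301L tau (15 uM unlabeled plus 0.24 uM Alexa 594-labeled, final) in 100 mM sodium acetate pH 7 was mixed with compound and 20 uM heparin and incubated 6 hr at 37 C.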
The depositor's hits bear a star; ? = inconclusive; · = no result given; & = joins results of further samples; ! = not confirmed by another sample; [ ] = dose if it differs, or a comment. Unless noted, calls follow the shape of the dose curve; as a rule, active = well fitted curve in the direction sought with a large enough effect; inconclusive = small, poorly fitted or top-dose-only effect, or another doubt; inactive = no such curve, though single readings can be large; an effect the other way counts as inactive or inconclusive. Unless noted, % is scaled to controls: 0 for no effect and ±100 for the full control effect; potency is read from the fitted curve at half-maximal effect.

SMILES	L3MBTL1 block	Tau FP inhib	TRb SRC2 PPI	TR SRC2 fluor cs	Tau fibril ThT	ALDH1A1 block	GLA spleen mod	Tau fluor cs
CCOC(=O)c1sc(NC(=O)C2CCC2)cc1C	-6%	-6%	1%	-3%	-2%	?	3%	-3%
N/C(=N\OC(=O)c1ccc(Cl)cc1)c1ccccn1	10%	0%	-1%	2%	-10%	-5%	-8%	-2%
COc1cccc(CNC(=O)CN2C(=O)CCc3cc(S(=O)(=O)N4CCOCC4)ccc32)c1	·	-10%	5%	-2%	0%	·	·	0%
S=c1[nH]c2ncccc2o1	·	4%	4%	-2%	0%	-9%	4%	2%
O=CNc1ccccc1	1%	·	6%	0%	·	16%	1%	·
COc1cccc(C2(O)CCN(C(=O)Cc3cccnc3)CC2)c1	-6%	-3%	-6%	0%	-19%	?	-1%	-7%
CCOc1ccc(S(=O)(=O)NN)cc1	·	-4%	5%	1%	-5%	2µM*	7%	-4%
Cc1cccc(Nc2nnc(-c3ccc(N4CCOCC4)c([N+](=O)[O-])c3)c3ccccc23)c1	-29%	-2%	-4%	-1%	4%	?	7%	-7%
Cc1cc([N+](=O)[O-])nn1CC(=O)N1CCOCC1	9%	0%	-3%	2%	1%	17%	7%	1%
COc1ccc(C(C)(C)C)cc1NC(=O)CNc1cccc2ccccc12	-15%	?	1%	6%	?	?	-9%	?
COc1ccc(CCNC(=O)NC2CCCCC2)cc1	3%	3%	-25%	-1%	-6%	-12%	-14%	-2%
CC(C)NC(=O)C1CCN(C2CCN(C(=O)/C=C/c3cccs3)CC2)CC1	1%	-5%	7%	-2%	-5%	·	-3%	-3%
COc1cccc([C@@H]2Oc3ccc(OC)cc3/C(=N/OC[C@@H](C)[C@H](OCc3ccccc3)C(C)C)[C@@H]2O)c1	·	3%[11.6 µM]	1%[11.2 µM]	1%[11.2 µM]	1%[11.5 µM]	-1%[13.5 µM]	-6%[17.5 µM]	-15%[11.6 µM]
O=C(NCCCN1CCCCCC1)[C@@H](c1ccccc1)C1CCCCC1	·	1%	0%	0%	-5%	4%	8%	-5%
CCOC(=O)NN1C(=O)c2ccccc2NC1c1ccc(OC)c(OC)c1 (stereo unspecified)	·	-9%	3%	1%	-2%	?	7%	-13%
C=CCSc1nc(N(CC)CC)c2sccc2n1	29%	-5%	-1%	-4%	-17%	-14%	19%	-11%
COc1ccc(CCN=C(N)NS(=O)(=O)c2ccc3ccccc3c2)cc1	-9%	-11%	6%	-1%	-11%	?	-1%	-24%
Cc1ccc(C(=O)N/N=C/c2ccc3c(c2)OCO3)o1	6%	-2%	-7%	-1%	?	2%	2%	-7%
O=C(NC1c2ccccc2-c2ccccc21)c1ccccc1	6%	-7%	4%	0%	3%	10%	-1%	6%
N#Cc1ccc(C[C@H](C(=O)O)N2C(=O)c3ccc(C(=O)O)cc3C2=O)cc1	13%	·	2%	-2%	·	·	-1%	·
Cc1cc(OCC(=O)Nc2cccc(S(=O)(=O)NC3=NCCCCC3)c2)ccc1Cl	-3%	?	-2%	-2%	-13%	-2%	-9%	-20%
O=C(NCCc1ccccc1)c1ccc2c(c1)N(Cc1ccc(F)cc1Cl)C(=O)CS2	·	-10%	10%	-1%	2%	·	·	-14%
Cc1cccc(C)c1NC(=O)c1csc2c1CCCC2	·	2%	-8%	0%	-7%	·	·	-7%
Cc1nonc1C(=O)N/N=C/c1cccc(O)c1	0%	-2%	0%	-5%	-3%	1%	1%	1%
CCOC(=O)C(C)NC(=O)c1c(C)oc2ncn(CC(C)C)c(=O)c12 (stereo unspecified)	·	-1%	0%	-4%	-1%	·	·	-2%
COc1cc(C(=O)Nc2ccc(OCC(=O)O)cc2)cc(OC)c1OC	5%	5%	-2%	-4%	11%	4%	5%	10%
Cc1ccc(-c2nc3ccccc3[nH]2)cc1NC(=O)c1ccc2c(c1)OCO2	1%	-8%	4%	-5%	?	5%	-1%	-25%
CCCCC/C=C/C=C1/C(=O)C=C[C@@H]1C/C=C\CCCC(=O)O	·	?	1%&-11%&3%&-7%	1%&-2%&2%&-1%	16µM*!	-1%&-2%	-26%&-10%&4%&-14%	-4%&-4%&-11%&-9%
O=C(NCCCN1CCN(c2ccccc2)CC1)c1nnc(Cc2c(F)cccc2Cl)o1	·	7%	-5%	-1%	-15%	·	·	-16%
CNC(=O)COC(=O)[C@@H](Nc1ccc(S(=O)(=O)N2CCOCC2)cc1[N+](=O)[O-])C(C)C	3%	2%	-2%[53 µM]	0%[53 µM]	6%	?	0%	3%

Some of these compounds in order of SMILES length, highest first:
SMILES	L3MBTL1 block	Tau FP inhib	TRb SRC2 PPI	TR SRC2 fluor cs	Tau fibril ThT	ALDH1A1 block	GLA spleen mod	Tau fluor cs
CNC(=O)COC(=O)[C@@H](Nc1ccc(S(=O)(=O)N2CCOCC2)cc1[N+](=O)[O-])C(C)C	3%	2%	-2%[53 µM]	0%[53 µM]	6%	?	0%	3%
N#Cc1ccc(C[C@H](C(=O)O)N2C(=O)c3ccc(C(=O)O)cc3C2=O)cc1	13%	·	2%	-2%	·	·	-1%	·
O=C(NCCc1ccccc1)c1ccc2c(c1)N(Cc1ccc(F)cc1Cl)C(=O)CS2	·	-10%	10%	-1%	2%	·	·	-14%
O=C(NCCCN1CCN(c2ccccc2)CC1)c1nnc(Cc2c(F)cccc2Cl)o1	·	7%	-5%	-1%	-15%	·	·	-16%
CCOC(=O)C(C)NC(=O)c1c(C)oc2ncn(CC(C)C)c(=O)c12 (stereo unspecified)	·	-1%	0%	-4%	-1%	·	·	-2%
CCCCC/C=C/C=C1/C(=O)C=C[C@@H]1C/C=C\CCCC(=O)O	·	?	1%&-11%&3%&-7%	1%&-2%&2%&-1%	16µM*!	-1%&-2%	-26%&-10%&4%&-14%	-4%&-4%&-11%&-9%
COc1cc(C(=O)Nc2ccc(OCC(=O)O)cc2)cc(OC)c1OC	5%	5%	-2%	-4%	11%	4%	5%	10%
Cc1ccc(C(=O)N/N=C/c2ccc3c(c2)OCO3)o1	6%	-2%	-7%	-1%	?	2%	2%	-7%
O=C(NC1c2ccccc2-c2ccccc21)c1ccccc1	6%	-7%	4%	0%	3%	10%	-1%	6%
Cc1cccc(C)c1NC(=O)c1csc2c1CCCC2	·	2%	-8%	0%	-7%	·	·	-7%
Cc1nonc1C(=O)N/N=C/c1cccc(O)c1	0%	-2%	0%	-5%	-3%	1%	1%	1%
C=CCSc1nc(N(CC)CC)c2sccc2n1	29%	-5%	-1%	-4%	-17%	-14%	19%	-11%

(listing goes on)
SMILES	L3MBTL1 block	Tau FP inhib	TRb SRC2 PPI	TR SRC2 fluor cs	Tau fibril ThT	ALDH1A1 block	GLA spleen mod	Tau fluor cs
O=C(O)c1cccc(-n2cccc2/C=C/[N+](=O)[O-])c1	2.8µM*	-9%	1%	-1%	?	·	5%	-5%
Cc1cc(C)c(-c2csc(NC(=O)c3cc([N+](=O)[O-])ccc3N3CCOCC3)n2)c(C)c1	-12%	2%	-6%	0%	-11%	8%	1%	-29%
Clc1ccsc1-c1csc(-c2cccnc2)n1	·	-6%	3%	-2%	-26%	-5%	-4%	-23%
O=S(=O)(c1cnccc1N1CCN(/N=C/c2ccc(Cl)cc2)CC1)N1CCCCC1	·	2%	4%	0%	-12%	3%	2%	-19%
O=C(CSCc1ccc(C(=O)O)cc1)Nc1ccc2ccccc2c1	13%	7%	-8%	1%	-7%	·	1%	-1%
O=C1CC(c2ccccc2)CN1C(=O)c1ccccc1 (stereo unspecified)	-4%	2%	9%	0%	-4%	?	10%	-10%
O=C(NCc1nc2ccccc2[nH]1)C1=C[C@H](C2CCCCC2)C[C@H](OCc2ccc(CO)cc2)O1	6%	1%	4%	0%	5%	-6%	9%	-9%
Cn1c(C(=O)OC(C(=O)NCC2CCCO2)c2cccnc2)cc2sccc21 (stereo unspecified)	10%	1%	2%	-2%	-8%	-7%	-3%	-11%
COc1cccc(CNC(=O)c2ccc3c(c2)c(C)c(C)n3Cc2ccccc2)c1OC	·	4%	2%	1%	-12%	·	·	-16%
O=C1SCCC1NS(=O)(=O)c1ccccc1[N+](=O)[O-] (stereo unspecified)	7%	-18%	3%	0%	?	?	-3%	-15%
COc1ccc(OC)c(CNC(=O)c2cc(-c3ccc(Cl)s3)nc3ccccc23)c1	·	?	-1%	?	4%	·	·	-22%
COc1ccc(-c2nnc(NC(=O)c3cccs3)s2)c(OC)c1	-25%	-11%	-2%	-2%	-4%	-7%	6%	-10%
O=C(Nc1ccc(Cl)c(Cl)c1)N1N=CCC1c1ccccc1 (stereo unspecified)	16%	?	-5%	0%	-1%	?	-15%	-29%
COC(=O)c1sccc1NC(=O)CSc1ccccc1NS(=O)(=O)c1ccccc1Cl	-13%	-5%	-4%	-4%	-15%	7.1µM*	-12%	?
COc1cc(NC(=O)c2ccc(F)cc2)c(OC)cc1NC(=O)CN1CCOCC1	-11%	15%	0%	-2%	-4%	0%	0%	1%
COc1ccccc1NS(=O)(=O)c1ccc(C)c(C(=O)NCC2CCCO2)c1 (stereo unspecified)	2%	1%	-7%	1%	-7%	4%	19%	-10%
CC(=O)n1nc(-c2ccccc2)nc1NCc1ccc(F)cc1	·	0%	-7%	0%	2%	-3%	9%	-13%
COc1ccc(N2CCN(c3ccc(-c4nc(-c5ccccc5C)no4)cc3[N+](=O)[O-])CC2)cc1	·	-6%	5%	-2%	15%	·	·	3%
O=C(Nc1ccnc(-c2ccncc2)n1)c1cccs1	-11%	3%	11%	2%	-4%	7%	-5%	-1%
O=C(Nc1nccs1)c1ccc(S(=O)(=O)N2CCOCC2)cc1	3%	1%	-1%	1%	-14%	?	-5%	-8%
COc1ccc(CN2CCNC(=O)C2CC(=O)N2CCCCO2)cc1OC (stereo unspecified)	6%	5%	-5%	1%	-12%	?	0%	6%
Cc1cc(Cl)ccc1NC(=S)N1CCN(Cc2ccc3c(c2)OCO3)CC1	?	-4%	5%	0%	-5%	1%	2%	-12%
O=C(N/N=C/c1ccc(N2CCOCC2)s1)c1ccccc1Br	-9%	3%	-1%	-1%	?	14µM*	-6%	-12%

Outcome played no part in choosing rows; overall some 8.5% were active at least once.
